# RPL19A TOR yeast: alters RPL19A-GFP fluorescence in TOR pathway yeast screen. AID 2025. actives 0.3% (n = 330,000). S. cerevisiae RPL19A-GFP strain, flow cytometry, 3 h; stronger effect = lower value. percent response vs DMSO, % at 10 µM;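 active = percent response vs DMSO below 50%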;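 also: median channel GFP fluorescence of the barcoded RPL19A-GFP strain; ratio of sample median GFP to plate DMSO average so 100% = DMSO; lower means less RPL19A-GFP as with rapamycin TOR inhibition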
# AGP1-GFP MLPCN: alters AGP1-GFP fluorescence in TOR pathway yeast screen | S. cerevisiae AGP1-GFP multiplex flow cytometry, 3 h; GFP as percent of DMSO wells | GFP response vs DMSO, % at 10 µM | actives 0.02% (n = 320,000) | AID 2066;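 active = GFP response relative to DMSO above a set limit, near screen average plus 3 SD, cut at about 150% in these data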;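 also: median GFP channel fluorescence of the gated AGP1 strain per well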
# MEP2-GFP yeast: modulators of TOR pathway MEP2-GFP in S. cerevisiae; S. cerevisiae MEP2-GFP strain, flow cytometry GFP, 3 h; 100% = DMSO control level; GFP response vs DMSO, % at 10 µM; actives 0.51% (n = 330,000); AID 2016;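 active = GFP response versus DMSO above a set limit, roughly screen mean plus 3 SD, cut at about 180% in these data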;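 also: median GFP fluorescence of the barcode-gated MEP2-GFP cells per well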
# CIT2-GFP yeast: yeast TOR pathway CIT2-GFP modulation | GFP response vs DMSO, % at 10 µM | S. cerevisiae CIT2-GFP strain, flow cytometry, 3 h; 100 means same as DMSO wells | actives 0.065% (n = 320,000);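 active = GFP response relative to DMSO above a set limit, near the screen mean plus 3 SD, cut at about 150% in these data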;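 also: ratio of well median GFP fluorescence to mean of DMSO wells on the plate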
# GRK2 inh: blocks RNA aptamer binding to human GRK2 | P25098 | bead flow cytometry, FAM-aptamer displacement from GRK2 | inhibition of aptamer binding, % at 10 µM | actives 0.59% (n = 330,000) | AID 488847;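 active = inhibition of aptamer binding above 40%, roughly 3 SD of noise, on plates passing a quality check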;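 also: median bead fluorescence of bound FAM aptamer so fluorescent compounds give negative values; no value below 0 was filed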
# Target sequence (P25098 whole entry, looked up): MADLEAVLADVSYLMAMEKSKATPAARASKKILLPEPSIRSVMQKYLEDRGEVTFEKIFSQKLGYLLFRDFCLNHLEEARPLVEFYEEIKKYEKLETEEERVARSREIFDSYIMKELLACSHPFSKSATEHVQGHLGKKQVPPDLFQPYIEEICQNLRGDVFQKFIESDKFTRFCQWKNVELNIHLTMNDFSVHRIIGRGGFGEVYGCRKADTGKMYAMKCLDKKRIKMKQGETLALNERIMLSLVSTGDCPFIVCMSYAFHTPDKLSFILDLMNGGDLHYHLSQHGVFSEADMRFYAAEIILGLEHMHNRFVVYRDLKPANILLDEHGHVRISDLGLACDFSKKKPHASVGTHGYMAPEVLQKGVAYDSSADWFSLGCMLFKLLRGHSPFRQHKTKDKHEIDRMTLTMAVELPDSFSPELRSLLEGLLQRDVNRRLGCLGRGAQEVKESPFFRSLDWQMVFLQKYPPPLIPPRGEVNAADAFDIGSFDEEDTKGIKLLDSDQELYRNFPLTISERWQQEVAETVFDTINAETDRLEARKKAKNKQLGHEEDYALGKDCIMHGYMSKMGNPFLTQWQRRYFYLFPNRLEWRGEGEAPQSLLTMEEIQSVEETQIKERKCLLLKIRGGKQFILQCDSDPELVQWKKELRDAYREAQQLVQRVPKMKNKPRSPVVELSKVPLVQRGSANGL
# VLA-4 inh: inhibition in a human VLA-4 binding assay. P13612. VLA-4 expressing cells, ligand binding flow cytometry. inhibition, % (about 7 µM as worked out from the volumes in the protocol). actives 0.2% (n = 330,000). AID 2557; in the data active = inhibition above about 50%
# CR mimetic SO: lowers age-related superoxide in aged yeast cells; actives 0.18% (n = 330,000); S. cerevisiae aged cells, superoxide DHE fluorescence; stronger effect = lower value; superoxide response (% of plate mean), % at 10 µM;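 active = superoxide response under a set limit, about three screen SD below normal, cut at about 65% in these data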;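 also: yeast aged for seven days with compound at 30 °C before DHE staining; 100% = average MFI of all compound-treated wells on the plate with controls excluded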
# LAP4-GFP MLPCN: alters LAP4-GFP fluorescence in TOR pathway yeast screen; S. cerevisiae LAP4-GFP multiplex, flow cytometry GFP, 3 h; median GFP as percent of DMSO wells; GFP response vs DMSO, % at 10 µM; actives 0.34% (n = 320,000); AID 2023;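 active = GFP response vs DMSO above a set limit, about the screen mean plus 3 SD, cut at about 150% in these data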
# An asterisk follows results filed as active; x = no result given.
# Value order – RPL19A TOR yeast	GRK2 inh	LAP4-GFP MLPCN	AGP1-GFP MLPCN	CR mimetic SO	MEP2-GFP yeast	VLA-4 inh	CIT2-GFP yeast
Cc1cc(OCC(=O)OCC(=O)Nc2ccc(Cl)cn2)ccc1Cl
    93.8	0.0	87.2	94.0	100.0	96.9	14.8	92.2
CC(Sc1ccc2c(c1)OCCO2)C(=O)Nc1ccc(N2CCOCC2)cc1 (stereo not drawn)
    101.7	1.0	116.0	102.1	95.2	97.8	1.8	99.7
Cc1cc(C)cc(-c2nc(-c3ccncc3)no2)c1
    98.1	0.0	101.5	98.5	102.5	106.2	-31.1	101.4
CCn1c(COc2cccc(C)c2)nnc1SCC(=O)N1CCCC1
    101.5	0.0	102.4	105.9	107.3	101.3	13.6	99.5
C/C=C(/C)C(=O)O[C@@H]1c2cc3c(c(OC)c2-c2c(cc(OC)c(OC)c2OC)[C@@H](OC(C)=O)[C@@H](C)[C@H]1C)OCO3
    100.4	2.0	128.0	93.1	94.2	96.7	-2.8	111.2
CCN1CCN(C(c2cccs2)C(C)NC(=S)Nc2cc(C)ccc2C)CC1 (stereo not drawn)
    97.7	0.0	104.3	103.3	107.8	95.4	-1.7	98.3
Cc1cc(C(F)(F)F)n(-c2nc(C(=O)NNS(=O)(=O)c3ccccc3[N+](=O)[O-])cs2)n1
    101.2	2.0	107.7	105.9	106.5	99.3	14.1	97.7
C#CCOCCOCCOCCNc1nc(N2CCN(C(=O)[C@H](CCCCN)n3cc(CN)nn3)CC2)nc(N2CCN(C(=O)[C@H](CCC(=O)O)n3cc([C@@H](N)CCCCN)nn3)CC2)n1
    98.3	0.0	102.3	97.5	110.9	101.7	13.1	92.7
CN(C)c1ccc(C=C(c2nnnn2-c2ccccc2)c2nnnn2-c2ccccc2)cc1
    100.2	2.0	100.5	97.6	94.8	117.5	-21.1	104.2
CCC/C=C1/CCCOC(C(=O)NCc2ccccc2)(C(F)(F)F)C1 (stereo not drawn)
    93.3	0.0	101.6	79.2	103.2	88.8	11.8	82.0
Cc1c(Br)c([N+](=O)[O-])nn1CC(=O)Nc1cccc2nonc12
    92.4	0.0	98.8	111.5	97.3	100.8	-1.9	110.5
O/N=C/c1cc2ccccc2n1Cc1ccccc1F
    100.7	5.0	95.7	37.3	116.1	97.4	12.8	97.2
O=C(c1cc(-c2ccco2)on1)N1CCOCC1
    94.8	2.0	93.0	95.7	86.5	92.6	-7.2	99.6
C[C@@H]1COC(=O)[C@@H](CC(=O)OC(C)(C)C)C/C=C\C[C@H](CC(=O)N(CCO)Cc2ccccc2)C(=O)N1
    100.1	0.0	115.2	106.2	103.1	103.5	7.0	99.0
O=C(NCCCN=C1NS(=O)(=O)c2ccccc21)c1ccc(S(=O)(=O)N2CCCCC2)cc1
    101.3	3.0	93.0	101.5	94.2	98.7	-13.1	x
CCCCn1nc2cc(C(=O)NCc3ccccc3OC)ccc2c1OCC
    109.3	0.0	110.3	101.0	90.5	102.2	-3.7	101.3
CC(=O)c1ccc(Nc2cc(C)nc3c(C)cc(C)cc23)cc1
    88.0	0.0	88.0	97.2	102.3	106.9	0.0	x
O=C(c1ccc(F)cc1F)C1CCN(c2ccc([N+](=O)[O-])cn2)CC1
    100.8	1.0	115.5	106.0	103.5	99.6	4.0	95.8
O=C(Oc1cccc(-n2cnnn2)c1)c1ccccc1Cl
    102.1	0.0	101.9	89.1	88.7	101.1	4.3	104.1
Cc1nnc(N(C)C(=O)c2cnccn2)s1
    112.3	0.0	105.9	118.5	116.5	104.9	3.2	116.7
O=C(NCC1CCCO1)c1cccc(F)c1 (stereo not drawn)
    106.4	1.0	108.5	111.6	106.8	109.1	-3.1	117.2
CSc1ccc(CN2CCC(CO)(Cc3ccc(Cl)cc3)CC2)cc1
    94.8	0.0	107.1	105.4	93.8	98.7	6.3	108.3
Cc1ccc(N2CSC3=C(C#N)C(c4cccs4)CC(=O)N3C2)cc1 (stereo not drawn)
    99.8	0.0	110.8	102.5	104.4	109.8	3.2	97.0
COc1ccc2nc(NC(=O)C3=NN(c4ccccc4)C(=O)CC3)sc2c1
    104.2	0.0	108.2	100.3	112.4	113.1	20.1	104.0
CCCCNC(=O)OC(C)CNC(=O)OC (stereo not drawn)
    93.0	0.0	95.9	96.7	87.9	95.0	0.8	93.2
CC(C)(C)CC(=O)NCc1ccc(F)cc1
    98.0	1.0	97.6	98.7	86.6	95.9	-6.1	86.2
COc1ccc(C2/C=C\CN(S(=O)(=O)/C=C/c3ccccc3)[C@H](Cc3ccccc3)C(=O)N2Cc2ccc(F)cc2)cc1 (stereo partly drawn)
    102.4	0.0	117.0	95.8	95.0	93.7	-21.6	85.9
Cc1cccc(-c2nc(C#N)c(NCC3CCCO3)o2)c1 (stereo not drawn)
    103.7	0.0	114.0	108.8	101.0	101.9	18.1	101.4
CS(=O)(=O)N(CC(=O)N1CCCCCC1)Cc1ccc(Cl)cc1
    106.6	1.0	105.7	x	106.7	103.1	-13.3	114.7
CCCNS(=O)(=O)c1ccc(CCC(=O)N2CCN(c3ccc(OC)cc3)CC2)cc1
    94.8	0.0	97.2	92.3	113.7	100.2	9.1	86.1
Cc1c(C(=O)O)c(-c2ccccc2)nn1-c1ccccc1
    91.1	0.0	91.5	92.2	103.0	95.0	7.5	108.7
O=S(=O)(Nc1ccc(Br)cc1)c1cccc(NC(=S)NCCN2CCOCC2)c1
    100.4	0.0	113.3	108.3	90.6	104.8	-4.1	99.3
Oc1ccc(Nc2nnc(-c3ccc(O)cc3)c3ccccc23)cc1
    99.9	0.0	95.9	100.7	90.4	100.2	0.9	106.8
Cc1ccc(-c2nc(CS(=O)CC(=O)NCCN3CCOCC3)c(C)o2)cc1 (stereo not drawn)
    107.0	5.0	97.8	108.3	93.3	98.6	-22.7	111.9
Nc1ncnc2c1ncn2[C@@H]1O[C@H](CNCc2c(OCc3ccccc3F)ccc3ccccc23)[C@@H](O)[C@H]1O
    92.7	0.0	96.8	94.0	111.8	90.9	-25.3	92.9
CC(C)(C)n1nnnc1C(c1cccc(C#N)c1)N1CCC(Cc2ccccc2)CC1 (stereo not drawn)
    108.0	2.0	100.5	117.3	101.7	114.5	6.7	99.5
Cc1oc2c(c1C(=O)NC(Cc1c[nH]c3ccccc13)C(=O)O)CCCC2 (stereo not drawn)
    94.1	10.0	93.6	96.2	111.9	95.5	-2.5	90.1
CNc1ccccc1NC(=O)C1CCCN1C(=O)OCc1ccccc1 (stereo not drawn)
    98.5	4.0	81.0	92.6	121.2	109.5	3.6	102.6
Cc1nnsc1C(=O)N/N=C/c1ccccc1
    105.8	3.0	102.8	92.1	87.6	101.2	9.6	91.7
CCc1ccc2c(c1)c(N=NC1=NC(=O)CS1)c(O)n2C
    97.7	0.0	108.2	99.1	110.9	110.6	5.5	105.3
Cc1cccc(N2C(=O)C3C4CC(=O)C(c5ccccc54)C3C2=O)c1C (stereo not drawn)
    101.6	6.0	103.0	100.6	94.3	103.3	37.8	102.2
COc1cccc(CNC(=O)CCS(=O)(=O)c2ccc3c(c2)CC(C)N3C(=O)C2CC2)c1 (stereo not drawn)
    90.5	1.0	92.3	89.9	108.4	97.5	1.7	94.6
COc1ccc(OC)c(S(=O)(=O)NCC2CCCO2)c1 (stereo not drawn)
    93.9	0.0	100.1	96.4	97.5	96.2	17.8	95.8
CCOc1ccc(OCCn2c(S(=O)(=O)O)nc3c(N)ncnc32)cc1
    104.0	0.0	108.0	99.8	97.5	112.7	25.0	102.8
CCOc1cc(N2CCOCC2)c(OCC)cc1NC(=O)CN1C(=O)NC(Cc2ccccc2)C1=O (stereo not drawn)
    101.8	0.0	95.0	105.0	116.4	97.8	6.0	100.6
Nn1c(=O)c2ccccc2n2c(SCc3ccc(C(F)(F)F)cc3)nnc12
    99.0	2.0	99.0	98.7	84.2	108.0	-4.2	95.3
CCOc1ccc(NS(=O)(=O)c2ccc(C(=O)NCc3ccccn3)cc2)cc1
    101.1	0.0	104.0	108.1	98.2	98.3	6.5	102.8
CN1CCN(S(=O)(=O)c2cccc(C(=O)Oc3ccccc3Cl)c2)CC1
    103.3	2.0	76.2	83.8	98.4	98.7	13.3	94.3
COc1ccc(-c2cc(C(=O)Nc3ccc(C)cc3)no2)cc1
    97.1	3.0	102.2	107.2	93.7	103.9	8.4	92.6
CN(C)CCCN(Cc1ccc2c(c1)OCO2)C(=O)NC1CCCCC1
    96.8	2.0	105.1	106.9	97.8	97.9	23.6	96.3
COc1ccccc1NS(=O)(=O)c1ccc2oc(SC)nc2c1
    101.6	2.0	97.5	98.8	94.9	93.1	-3.8	101.8
CCC(C)c1ccccc1NC(=O)C(C)NCCN(C)C (stereo not drawn)
    101.7	2.0	106.5	100.9	99.6	105.7	-14.0	104.9
Cc1nc(NC(=O)CSc2ccc(-c3nc4ccccc4[nH]3)cn2)sc1C
    99.2	0.0	101.3	95.3	94.4	102.8	-10.3	101.3
COc1ccccc1C1CCN(C(=O)c2ccccc2)CC1
    101.5	18.0	93.7	92.6	95.6	100.8	2.9	95.5
COc1cc(C(=S)N2CCOCC2)ccc1OS(=O)(=O)c1ccc(Cl)cc1
    102.8	0.0	84.7	100.1	98.9	96.4	4.4	105.1
N#CCSc1nnc(-c2ccc(S(=O)(=O)N3CCOCC3)cc2)n1CC1CCCO1 (stereo not drawn)
    102.3	0.0	92.5	104.2	111.7	101.1	2.4	114.4
CC(C)Cc1cc(CN2CCC(CO)(Cc3ccccc3)CC2)[nH]n1
    100.8	6.0	112.0	116.6	102.0	101.6	21.2	115.0
COc1ccc(NC(=O)c2ccc(NC(=O)CN(C)CC(=O)Nc3c(C)cccc3C)cc2)cc1
    105.4	1.0	98.6	111.7	93.3	102.4	6.6	103.6
Cc1[nH]c2ccccc2c1C(=O)CSC(=S)N1CCOCC1
    97.4	3.0	101.5	97.1	91.7	101.6	3.8	91.9
O=C(O)CSC(C(=O)Nc1ccc(C(F)(F)F)cc1)c1ccccc1 (stereo not drawn)
    102.9	3.0	90.7	102.9	97.2	102.9	-3.6	106.3
CCC12CN3CCN(CC(C3)/C1=N\NC(=O)c1ccc(C(C)(C)C)cc1)C2
    107.4	2.0	109.8	104.2	94.3	104.5	8.5	101.3
N#C/C(=C(/O)COC(=O)COc1cccc(Br)c1)c1nc2ccccc2[nH]1
    92.9	3.0	101.7	97.6	97.9	95.1	1.0	94.6
CCOC(=O)[C@@H]1[C@H]2COc3ccccc3[C@@H]2N2C(=O)N(c3ccc(C(F)(F)F)cc3)C(=O)[C@]12C
    93.3	0.0	97.8	86.4	106.1	93.7	0.3	90.7

# Sorted by count of non-hydrogen atoms (low to high): some entries from above.
# Value order – RPL19A TOR yeast	GRK2 inh	LAP4-GFP MLPCN	AGP1-GFP MLPCN	CR mimetic SO	MEP2-GFP yeast	VLA-4 inh	CIT2-GFP yeast
COc1ccccc1C1CCN(C(=O)c2ccccc2)CC1
    101.5	18.0	93.7	92.6	95.6	100.8	2.9	95.5
CN(C)CCCN(Cc1ccc2c(c1)OCO2)C(=O)NC1CCCCC1
    96.8	2.0	105.1	106.9	97.8	97.9	23.6	96.3
COc1cc(C(=S)N2CCOCC2)ccc1OS(=O)(=O)c1ccc(Cl)cc1
    102.8	0.0	84.7	100.1	98.9	96.4	4.4	105.1
CCOc1cc(N2CCOCC2)c(OCC)cc1NC(=O)CN1C(=O)NC(Cc2ccccc2)C1=O (stereo not drawn)
    101.8	0.0	95.0	105.0	116.4	97.8	6.0	100.6

# Compound activity (PubChem BioAssay)
